PMI activator: activators of human PMI, primary screen, biochemical, fluorescence intensity, near-Km mannose 6-phosphate; AID 1214, 2008; purified human PMI, coupled resazurin fluorescence, 20 min; hits give high values; 1 = vehicle control, 0 substrate-free wells; 0.005% of 190,000 active; Mannose-6-phosphate isomerase (Homo sapiens), P34949; activation factor at 20 µM;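 active = activation factor of 2 or more at 20 µM, relative to plate controls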
Target sequence (P34949 whole entry, looked up): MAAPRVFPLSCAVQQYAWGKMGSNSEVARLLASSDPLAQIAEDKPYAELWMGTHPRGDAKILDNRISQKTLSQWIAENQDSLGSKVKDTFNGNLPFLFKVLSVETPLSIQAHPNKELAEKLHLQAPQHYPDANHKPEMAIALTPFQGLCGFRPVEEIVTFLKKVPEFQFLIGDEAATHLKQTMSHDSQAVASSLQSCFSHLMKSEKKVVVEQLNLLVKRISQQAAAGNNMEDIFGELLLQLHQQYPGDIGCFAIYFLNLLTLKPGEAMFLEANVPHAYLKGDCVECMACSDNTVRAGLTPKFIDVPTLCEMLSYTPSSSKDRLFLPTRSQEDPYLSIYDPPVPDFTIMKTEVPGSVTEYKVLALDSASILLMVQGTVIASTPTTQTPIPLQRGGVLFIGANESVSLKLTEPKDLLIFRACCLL
bIAP inh: bovine intestinal alkaline phosphatase inhibitors, primary screen, selectivity assay for TNAP inhibitor project, biochemical, bovine IAP, CDP-star luminescence; purified bovine IAP, 30 min; AID 1019, 2008; alkaline phosphatase, intestinal [Bos taurus]; inhibition, % at 20 µM; 190,000 tested, under 10 active;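 active = over 50% inhibition of intestinal alkaline phosphatase at 20 µM in the single-dose screen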
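System: purified bovine intestinal alkaline phosphatase (IAP) enzyme; Input: IAP diluted 1/65,000,000 in the well; Measured by: CDP-star luminescence signal; Compound dosing: 20 µM single dose; Incubation: 30 min reaction at room temperature.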
bIAP act: bovine intestinal alkaline phosphatase activators, primary screen, biochemical, bovine IAP, CDP-star luminescence; alkaline phosphatase, intestinal [Bos taurus]; activation factor at 20 µM; purified bovine IAP, 30 min; hits give high values; fold of DMSO-control signal, blank-subtracted; 0.17% of 200,000 active;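 active = activation factor of 2 or more at 20 µM, a signal rise over negative controls twice the positive control's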
Diaph act CS: compounds boosting diaphorase resazurin reduction – biochemical, uHTS, resorufin fluorescence, counter-screen for diaphorase-coupled primary assays, primary screen; Diaphorase/resazurin coupled assay, 16 min; hits give high values; 1 = vehicle wells, 0 = NADH-free wells; activation factor at 20 µM; 0.005% of 190,000 active; AID 1229, 2008;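 active = diaphorase activity raised at least twofold by the compound at 20 µM; inactive = activation factor below 2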
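Material: Purified diaphorase enzyme from Clostridium kluyveri | Buffer or medium: 50 mM HEPES pH 7.4 with 4.542 mM MgCl2, 0.005% Tween 20 | Times: 16 min enzyme reaction, ambient temperature | Signal: Red resorufin fluorescence at 544/590 nm excitation/emission | Measure: Increased resorufin signal from activators or reducing compounds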
Diaph inh CS: diaphorase inhibitors and chemical oxidizers, primary screen, counter-screen for diaphorase-coupled primary assays, biochemical, uHTS, resorufin fluorescence; diaphorase resazurin-to-resorufin fluorescence, NADH, 16 min; bacterial (C. kluyveri) enzyme, not human; inhibition, % at 20 µM; 0.69% of 190,000 active; AID 1217, 2008;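 active = primary screen inhibition at 20 µM above a set limit, cut at about 50% in these data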;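 note: plate controls were DMSO with full reaction for no effect and wells lacking NADH for full effect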
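System: Diaphorase enzyme from Clostridium kluyveri | Amount: Enzyme working solution with 0.14 U/mL diaphorase | Benchmarks: No-NADH positive control and DMSO neutral control | Signal: Fluorescence of resorufin formed from resazurin, Ex 544/Em 590 nm | Schedule: 16-min room-temperature incubation before reading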
PMI act hi M6P: human PMI activators, high substrate, primary screen, biochemical, fluorescence intensity, near-saturating mannose 6-phosphate; coupled PMI enzyme assay, resazurin fluorescence, 20 min; hits give high values; 1 = untreated enzyme, 0 = substrate-free blank; AID 1216, 2008; 0.34% of 190,000 active; activation factor at 20 µM;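 active = activation factor of 2 or more at 20 µM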
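test system = human PMI in coupled enzyme assay | medium = HEPES-buffered pH 7.4 with magnesium and detergent | also added = 1.0 mM mannose-6-phosphate substrate with 0.22 mM NADP+ | compound = 20 µM single dose | times = 20 min incubation at room temperature | measured by = resorufin fluorescence (Ex 544/Em 590 nm) from resazurin via diaphorase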
TNAP act hiacc: TNAP activators at high phosphate acceptor level, primary screen, biochemical, luminescence, uHTS | Alkaline phosphatase, tissue-nonspecific isozyme (Homo sapiens), P05186 | purified TNAP, CDP-star luminescence, 1 M DEA, 30 min; hits give high values; 0 = EDTA background, 1 = DMSO-only activity | activation factor at 20 µM | 200,000 tested, under 10 active | AID 1136, 2008;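 active = activation factor at least 2 at 20 µM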
Target sequence (P05186 whole entry, looked up): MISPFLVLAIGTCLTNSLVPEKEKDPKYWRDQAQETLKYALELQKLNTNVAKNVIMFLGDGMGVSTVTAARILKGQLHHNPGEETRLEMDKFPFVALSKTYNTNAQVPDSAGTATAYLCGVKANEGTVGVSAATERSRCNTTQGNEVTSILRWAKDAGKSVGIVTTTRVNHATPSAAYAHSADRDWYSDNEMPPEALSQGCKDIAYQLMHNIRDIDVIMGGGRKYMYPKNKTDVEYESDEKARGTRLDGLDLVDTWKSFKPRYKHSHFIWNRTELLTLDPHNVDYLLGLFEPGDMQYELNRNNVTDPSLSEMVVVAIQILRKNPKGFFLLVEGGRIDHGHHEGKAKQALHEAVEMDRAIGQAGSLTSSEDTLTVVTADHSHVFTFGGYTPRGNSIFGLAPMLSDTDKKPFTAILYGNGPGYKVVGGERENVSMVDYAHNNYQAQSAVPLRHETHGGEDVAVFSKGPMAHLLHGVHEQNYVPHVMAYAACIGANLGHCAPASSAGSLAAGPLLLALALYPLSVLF
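system = human TNAP | amount = enzyme diluted 1/800 final | reagent = 100 µM CDP-star substrate | signal = luminescent substrate turnover signal | dosing = one dose, 20 µM | benchmarks = EDTA negative control, DMSO positive control | measure = activation factor | timing = 30 min reaction, room temperature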
L major viab: Leishmania major promastigote growth inhibition, primary screen | 9% of 200,000 active | Leishmania major promastigotes, resazurin fluorescence viability | inhibition, % at 10 µM; in the data active = inhibition above about 50%;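 note: promastigotes grown with compound for 44 hours at 28 °C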
TNAP inh hiacc: human TNAP enzyme inhibitors, primary screen, biochemical, luminescent, high phosphate acceptor level, uHTS | inhibition, % at 20 µM | purified TNAP, CDP-star luminescence, 1 M DEA | 0.03% of 200,000 active;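 active = over 50% inhibition of tissue-nonspecific alkaline phosphatase at 20 µM in the single-dose screen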;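 note: plate controls were DMSO wells for no effect and EDTA-quenched wells as full inhibition for full effect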
TNAP inh no acc: human TNAP enzyme inhibitors, primary screen, biochemical, luminescent, no phosphate acceptor, uHTS; Alkaline phosphatase, tissue-nonspecific isozyme (Homo sapiens), P05186; purified TNAP, CDP-star luminescence, 30 min; inhibition, % at 20 µM; 0.26% of 200,000 active; AID 1012, 2008;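 active = tissue-nonspecific alkaline phosphatase inhibition above about 50% at 20 µM in the single-dose screen, limit read from the data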;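 note: 0% = DMSO negative control and 100% = EDTA positive control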
Active calls of the source: *. Compounds were not picked by outcome; 10% or so of the library scored in one or more.

SMILES | PMI activator | bIAP inh | bIAP act | Diaph act CS | Diaph inh CS | PMI act hi M6P | TNAP act hiacc | L major viab | TNAP inh hiacc | TNAP inh no acc
O=C(O)c1cc2cc(OCc3ccccc3)ccc2[nH]1 | 1.1 | 6.6 | 0.9 | 0.9 | 8.3 | 1 | 1 | 5.0 | 2.9 | 7.2
COc1ccc2c(c1)C1=NN(/C(C)=C/C(C)=O)C(c3cccc(F)c3)C1CC2 (centres undefined) | 0.8 | -10.6 | 1.1 | 0.7 | 26.5 | 0.6 | 1 | 3.6 | -4.7 | 22.8
COc1cc(OC)cc(C(=O)N[C@H](C(=O)N2CCc3ccccc32)C(C)C)c1 | 0.9 | 3.9 | 1 | 0.7 | 26.3 | 0.8 | 1 | 30.2 | -4.2 | -14.1
Cc1c(Nc2cc(=O)oc3ccccc23)c(=O)n(-c2ccccc2)n1C | 1 | 6.7 | 0.9 | 0.9 | 8.8 | 0.9 | 1.1 | 1.4 | -6.8 | -17.5
O=C(CCC(=O)c1ccccc1)Nc1cccnc1 | 1.1 | 5.4 | 0.9 | 1 | 1.4 | 1.1 | 1 | -1.2 | -2.3 | -7.6
Cn1cnnc1SCC(=O)c1ccc2c(c1)OCCO2 | 1 | -1.8 | 1 | 0.9 | 10.6 | 1.1 | 1 | -1.0 | -4.9 | -2.9
CC(=O)N/N=C/c1cc2c(cc1[N+](=O)[O-])OCO2 | 0.9 | 5.0 | 0.9 | 0.8 | 24.1 | 0.6 | 1 | -2.5 | 2.5 | -3.7
CCN(CC)C(=O)COc1cccc2ccccc12 | 0.9 | -2.6 | 1 | 0.7 | 26.7 | 0.6 | 1.1 | -4.7 | -8.7 | -12.9
CCOC(=O)c1ccc(NC(=O)CSc2nc3sc(C(=O)O)c(C)c3c(=O)[nH]2)cc1 | 1.1 | 1.3 | 1 | 0.9 | 14.1 | 1 | 1.1 | -5.1 | -5.4 | -14.5
COCCNC(=O)c1c(N)n(/N=C/c2cccs2)c2nc3ccccc3nc12 | 1 | 0.0 | 1 | 0.9 | 5.2 | 1 | 1.1 | 9.7 | -8.9 | -18.7
COCC(=O)OCC(=O)Nc1ccc(Cl)cc1[N+](=O)[O-] | 1.1 | 4.5 | 1 | 1.1 | -8.4 | 1 | 1 | 18.1 | -2.9 | -4.0
CC(=O)NC1(C(F)(F)F)C(=O)Nc2c1c(=O)[nH]c(=O)n2CC(C)C (centres undefined) | 1.1 | -7.7 | 1.1 | 0.9 | 9.6 | 1.1 | 1 | -7.2 | -4.5 | -4.8
COc1cc2[nH]c(=O)n(C3CCCCC3)c(=O)c2cc1OC | 1 | 18.9 | 0.8 | 0.8 | 15.6 | 1 | 1.1 | 50.2* | -6.6 | -10.9
O=C(Cn1c(-c2cscn2)nc2ccccc21)Nc1ccccc1F | 0.9 | -4.2 | 1 | 1.1 | -10.9 | 1 | 1 | 6.9 | -1.2 | -8.2
CC(C(=O)Nc1cc(C(F)(F)F)ccc1N1CCOCC1)N1C(=O)C2CC=CCC2C1=O (centres undefined) | 1 | -0.5 | 1 | 0.8 | 18.1 | 0.9 | 1.1 | -3.8 | -7.1 | -10.0
CC(Nc1ccc(Br)cc1)C(=O)N/N=C/c1ccccc1OCc1ccccc1 (centres undefined) | 0.9 | 18.0 | 0.8 | 0.8 | 20.8 | 0.9 | 1.1 | 4.3 | -5.5 | -25.8
Cc1cc(C)cc(N(CC(=O)NC2CCCCC2)C(=O)c2ccc(C)s2)c1 | 1 | -5.6 | 1.1 | 0.9 | 6.2 | 1 | 1.1 | 14.0 | -5.5 | -12.6
CCOc1ncccc1C(=O)Nc1ccc(-c2cn3ccsc3n2)cc1 | 1 | 13.1 | 0.9 | 0.8 | 16.8 | 0.9 | 1.1 | -4.1 | -10.7 | -17.1
CCOC(=O)NC(=O)/C(C#N)=N\Nc1cccc(OC)c1 | 1 | 3.5 | 1 | 0.8 | 15.2 | 0.9 | 1 | -3.4 | -3.5 | -11.7
CCCc1cc(=O)[nH]c(SCC(=O)Nc2nonc2N)n1 | 0.9 | 8.3 | 0.9 | 0.9 | 11.4 | 1 | 1 | -2.4 | -1.1 | -3.1
O=C(O)c1cccc(NC(=O)c2cccc(NC(=O)C3CCCO3)c2)c1 (centres undefined) | 0.9 | 13.5 | 0.9 | 0.9 | 10.3 | 1.1 | 1.1 | -10.4 | -5.6 | -15.0
O=C(NC1c2ccccc2-c2ccccc21)N1CCOCC1 | 1 | 4.6 | 1 | 0.9 | 9.8 | 1 | 1 | -3.4 | -4.1 | -9.8
Fc1cccc2sc(Nc3nnc(-c4ccco4)o3)nc12 | 0.8 | 4.4 | 1 | 0.5 | 48.4 | 1 | 1.1 | -3.0 | -6.3 | -152.8
COc1ccc(S(=O)(=O)N(C)c2ccc(C(=O)N3CCOCC3)cc2)cc1OC | 0.9 | -3.2 | 1 | 0.9 | 11.3 | 1 | 1.1 | -5.1 | -6.1 | -8.7
O=C(NCc1ccco1)/C(=C/C=C/c1ccccc1)NC(=O)c1ccco1 | 1 | 5.6 | 0.9 | 0.9 | 6.6 | 0.9 | 1 | -3.5 | -3.1 | -9.2
COc1ccc2c(c1)C=CC1(O2)N(CCO)c2ccccc2C1(C)C (centres undefined) | 0.9 | 1.5 | 1 | 0.6 | 35.6 | 0.6 | 0.9 | 99.2* | 14.6 | -1.1
Cc1ccc(Cl)cc1N1CCN(C(=O)COc2ccc3c(c2)CCC3)CC1 | 0.9 | 1.4 | 1 | 0.9 | 13.1 | 0.9 | 1 | -2.3 | 0.6 | -11.3
CCN(CC)S(=O)(=O)c1ccc(C(=O)Nc2ccc(Cc3ccncc3)cc2)cc1 | 0.9 | -15.7 | 1.2 | 1 | 3.8 | 0.9 | 1 | 99.1* | -1.8 | -2.3
COc1ccccc1CNC(=O)[C@@H]1CCCN1C(=O)C1CCN(S(=O)(=O)c2ccc(C)cc2)CC1 | 1 | -12.6 | 1.1 | 1.1 | -7.6 | 1 | 1.1 | -6.4 | -9.0 | -20.3
CCOC(=O)C1(Cc2cccc(OC)c2)CCN(Cc2ccc(C)s2)CC1 | 0.9 | 1.2 | 1 | 0.8 | 16.5 | 1 | 1.1 | 22.7 | -10.6 | -11.6

Profiles, quoted from the list.
COc1ccc(S(=O)(=O)N(C)c2ccc(C(=O)N3CCOCC3)cc2)cc1OC as listed: PMI activator: 0.9; bIAP inh: -3.2; bIAP act: 1; Diaph act CS: 0.9; Diaph inh CS: 11.3; PMI act hi M6P: 1; TNAP act hiacc: 1.1; L major viab: -5.1; TNAP inh hiacc: -6.1; TNAP inh no acc: -8.7
O=C(NC1c2ccccc2-c2ccccc21)N1CCOCC1 as listed: PMI activator: 1; bIAP inh: 4.6; bIAP act: 1; Diaph act CS: 0.9; Diaph inh CS: 9.8; PMI act hi M6P: 1; TNAP act hiacc: 1; L major viab: -3.4; TNAP inh hiacc: -4.1; TNAP inh no acc: -9.8

Later entries.
SMILES | PMI activator | bIAP inh | bIAP act | Diaph act CS | Diaph inh CS | PMI act hi M6P | TNAP act hiacc | L major viab | TNAP inh hiacc | TNAP inh no acc
NS(=O)(=O)c1ccc(N2C(=O)C3C4CC(C(Br)C4Br)C3C2=O)cc1 (centres undefined) | 1 | -0.8 | 1 | 0.9 | 10.9 | 1 | 0.9 | -1.0 | 6.3 | 9.6
CCCCN(CC)CCNc1c(N2CCN(C(=O)OCC)CC2)c(=O)c1=O | 1.1 | -2.4 | 1 | 1.2 | -15.7 | 1.1 | 1 | 0.7 | -4.5 | 11.1
O=C1C2C3C=CC(C3=C(c3ccccc3)c3ccccc3)C2C(=O)N1Cc1ccccc1 (centres undefined) | 1 | 12.2 | 0.9 | 0.9 | 8.8 | 1.1 | 1 | 2.5 | -3.5 | -9.7
COc1cccc(Nc2nnc(SCc3nc4ccccc4s3)s2)c1 | 0.8 | 4.9 | 1 | 0.8 | 20.9 | 0.9 | 1 | 2.2 | -2.4 | -40.2
CCc1nc2cc([N+](=O)[O-])c([N+](=O)[O-])cc2[nH]1 | 1.1 | 3.4 | 1 | 1.1 | -11.1 | 1 | 1 | 7.7 | -2.1 | -2.8
CC(C)(C)c1ccc(C(CC(=O)O)NC(=O)CSc2ccccc2)cc1 (centres undefined) | 1 | 4.7 | 1 | 1 | 0.8 | 1.1 | 1 | -3.3 | 0.6 | -3.1
Cc1cccc(-n2nc3c(c2NC(=O)c2ccc(S(=O)(=O)N4CCOCC4)cc2)CSC3)c1C | 0.8 | 0.3 | 1 | 0.8 | 19.1 | 0.9 | 0.9 | -4.6 | 6.3 | 1.0
CC(=O)c1ccc(-n2nnnc2SCC(=O)Nc2sc(C)c(C)c2C#N)cc1 | 0.9 | 47.7 | 0.5 | 1 | 3.0 | 1.1 | 1 | -4.8 | 0.2 | -26.8
Cn1c(CCN2CCCCCC2)nc2cc(NC(=O)Nc3ccccc3)ccc21 | 0.9 | -80.3 | 1.8 | 1.3 | -25.8 | 0.9 | 1 | 43.6 | 3.7 | -9.3
N#Cc1c(SCC(=O)N2CCOCC2)nsc1SCC(=O)N1CCOCC1 | 0.9 | 2.3 | 1 | 0.8 | 19.0 | 0.9 | 1 | -9.0 | -2.4 | -10.2
CN1C(=O)c2ccc(N3CCCC3)cc2C1=O | 1 | 0.3 | 1 | 0.9 | 13.7 | 1 | 1 | 1.0 | 3.9 | -12.6
Cc1ccc(NC(=O)/C(=C\c2ccc([N+](=O)[O-])cc2)NC(=O)c2ccccc2)cc1 | 1.1 | 5.7 | 0.9 | 1.1 | -5.2 | 1.1 | 1 | -1.3 | 0.3 | -6.3
CCOc1ccc(N2CC(C(=O)Nc3ccccc3OC)CC2=O)cc1 (centres undefined) | 1 | 9.8 | 0.9 | 0.9 | 7.1 | 1 | 1.1 | -9.4 | -5.1 | -10.8
Cc1ccc2nc(NC(=O)CSc3nc4ccccc4o3)sc2c1 | 1 | 0.4 | 1 | 0.9 | 6.0 | 1 | 0.9 | -6.2 | 5.7 | 2.3

Screens from PubChem BioAssay.
